VEEV TC-83 Vero: inhibitors of VEEV TC-83 cytopathic effect, confirmation, Vero cells (AID 588727); Vero cells, VEEV TC-83 cytopathic effect inhibition; higher % means a stronger effect; inhibition, % at 20 µM, or IC50 in µM where a hit was titrated; hit rate 0.13% among 350,000; in the data active = a potency from the dose series; inconclusive = inhibition mostly from about 14% at the one dose, without a potency; inactive = the rest, 99 in 100 with inhibition below about 12%; also: strong numbers were not always called active
H37Rv inhibition: M. tuberculosis growth inhibition, HTS (AID 449762) | inhibition, % at 25 µM; hits with a dose series show IC50 in µM | hit rate 0.59% among 330,000 | M. tuberculosis H37Rv growth inhibition, 7H9 media; higher % means a stronger effect; in the data active = a potency from the dose series; inconclusive = inhibition above about 70% without an active follow-up result;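 also: bacterial growth assessed after seven days of incubation; strong numbers were not always called active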
influenza NS1A: NS1A inhibition, H1N1 influenza, cell based functional assay (AID 504329). NS1A functional cell-based assay, percent inhibition; higher % means a stronger effect. inhibition, % at 12.5 µM; hits with a dose series show IC50 in µM. hit rate 0.3% among 340,000; in the data active = a potency from the dose series; inconclusive = inhibition above about 27% without an active follow-up result; also: strong numbers were not always called active
M. tuberculosis: growth inhibition of non-replicating M. tuberculosis (AID 488890). inhibition, % at 25 µM; hits with a dose series show IC50 in µM. hit rate 0.39% among 320,000. Mycobacterium tuberculosis non-replicating, growth inhibition; higher % means a stronger effect; in the data active = a potency from the dose series; inconclusive = inhibition mostly from about 82% at the one dose, without a potency; inactive = the rest, 99 in 100 with inhibition below about 76%;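 also: plate controls were DMSO cells for no effect and high antibiotic wells for full effect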
Salmonella PhoP GFP: Inhibition of PhoP regulon, Salmonella typhi GFP reporter cells, confirmation, 4 h (AID 1850); hit rate 0.33% among 310,000; one-dose inhibition, % at 50 µM; IC50 in µM for titrated hits; Salmonella Typhi PhoP-promoter GFP reporter, fluorescence, 4 h; higher % means a stronger effect; in the data active = a potency from the dose series; inconclusive = inhibition mostly from about 25% at the one dose, without a potency; inactive = the rest, 99 in 100 with inhibition below about 19%;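 also: 0% = induced wells with vehicle and 100% = uninduced wells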
Active calls of the source: *; i = inactive; ? = inconclusive; nt = no result given.

The line under a structure holds: VEEV TC-83 Vero, H37Rv inhibition, influenza NS1A, M. tuberculosis, Salmonella PhoP GFP
1	COCCCn1c(C)nnc1SCC(=O)Nc1cccc(C)c1
    0.2%, 0%, -6%, 6%, -5%
2	CCOc1cc(CNc2ccc3c(c2)CCC3)ccc1O
    7.0%, -6%, -2%, 71%, -12%
3	COc1ccc(OC)c(C2CC(=O)c3c([nH]c(C(=O)OCC4CCCO4)c3C)C2)c1 (stereo unspecified)
    7.8%, -6%, 3%, 44%, -5%
4	S=c1[nH]nc(CNc2cccc(Cl)c2)o1
    2.1%, 2%, -5%, 13%, 19%
5	CC(C)(CN1CCCC1)NS(=O)(=O)c1ccc(Cl)cc1
    i, 3%, -19%, -1%, -17%
6	CC(=O)c1c(C)[nH]c(C(=O)N(CCc2ccccc2)Cc2ccccc2)c1C
    1.1%, 5%, 1%, 36%, -5%
7	O=C(NC1CCCCC1)c1c(O)nc2sccn2c1=O
    4.6%, 41%, 0%, 52%, 12%
8	CC(=O)c1cc2c(cc1NC(=O)c1cc(C)nn1-c1ccccc1)OCO2
    3.3%, -11%, 5%, nt, 0%
9	CCOC(=O)COc1ccc(S(=O)(=O)NCC2CCCO2)cc1 (stereo unspecified)
    0.2%, -10%, -4%, 18%, -6%
10	COc1cccc(NC(=O)CN(C)C(=O)CCNC(=O)c2ccccc2Cl)c1
    1.9%, -6%, -8%, -5%, nt

6 compounds drawn at random from those above, as already listed:
The line under a structure holds: VEEV TC-83 Vero, H37Rv inhibition, influenza NS1A, M. tuberculosis, Salmonella PhoP GFP
7	O=C(NC1CCCCC1)c1c(O)nc2sccn2c1=O
    4.6%, 41%, 0%, 52%, 12%
6	CC(=O)c1c(C)[nH]c(C(=O)N(CCc2ccccc2)Cc2ccccc2)c1C
    1.1%, 5%, 1%, 36%, -5%
1	COCCCn1c(C)nnc1SCC(=O)Nc1cccc(C)c1
    0.2%, 0%, -6%, 6%, -5%
3	COc1ccc(OC)c(C2CC(=O)c3c([nH]c(C(=O)OCC4CCCO4)c3C)C2)c1 (stereo unspecified)
    7.8%, -6%, 3%, 44%, -5%
8	CC(=O)c1cc2c(cc1NC(=O)c1cc(C)nn1-c1ccccc1)OCO2
    3.3%, -11%, 5%, nt, 0%
10	COc1cccc(NC(=O)CN(C)C(=O)CCNC(=O)c2ccccc2Cl)c1
    1.9%, -6%, -8%, -5%, nt

The list continues.
The line under a structure holds: VEEV TC-83 Vero, H37Rv inhibition, influenza NS1A, M. tuberculosis, Salmonella PhoP GFP
11	CC(=O)NC1N=C(C)N(c2ccccc2)C1=O (stereo unspecified)
    0.4%, 6%, 1%, -4%, -4%
12	COc1ccc(C(=O)c2c(C)oc3cc([N+](=O)[O-])c(O)c([N+](=O)[O-])c23)cc1
    1.3%, -2%, 7%, 40%, 4%
13	COc1cccc(=O)c2c(C)n(CC(=O)c3ccccc3)c(C)c12
    5.6%, -9%, 8%, 8%, -2%
14	O=S(=O)(Nc1ncccn1)c1ccc(NC(=S)NCCc2ccccc2)cc1
    i, -4%, 0%, 5%, -2%
15	CCOC(=O)C(NCCc1ccccc1)(NC(=O)CC)C(F)(F)F (stereo unspecified)
    i, -7%, -7%, 8%, -5%
16	COc1ccc(-c2cc(=O)[nH][nH]2)cc1
    1.8%, -5%, -2%, -6%, -2%
17	CCOc1ccc2nc(COC(=O)c3cccs3)c(C(C)=O)[n+]([O-])c2c1
    0.9%, 5%, 4%, 59%, 4%
18	O=C(CNc1cc(S(=O)(=O)N2CCOCC2)ccc1NCC1CCCO1)Nc1ccc(C(F)(F)F)cc1 (stereo unspecified)
    7.5%, -1%, 13%, 54%, -2%
19	CCC(CC)c1nnc(NS(=O)(=O)Cc2ccccc2)s1
    0.6%, 3%, -12%, 11%, 2%
20	C/C(=N\N1C(C)CCCC1C)c1ccccc1O (stereo unspecified)
    i, 5%, -20%, 7%, 4%

Part of the list above, showing only H37Rv inhibition:
No. | Structure | H37Rv inhibition
19 | CCC(CC)c1nnc(NS(=O)(=O)Cc2ccccc2)s1 | 3%
6 | CC(=O)c1c(C)[nH]c(C(=O)N(CCc2ccccc2)Cc2ccccc2)c1C | 5%

(further entries)
The line under a structure holds: VEEV TC-83 Vero, H37Rv inhibition, influenza NS1A, M. tuberculosis, Salmonella PhoP GFP
21	CCC(=NC1CCN(Cc2ccccc2)CC1)c1c(O)[nH]c(=O)[nH]c1=O
    i, -15%, -18%, 9%, -3%
22	O=c1cc(CSc2ccc(S(=O)(=O)N3CCCCC3)cn2)nc2sccn12
    6.1%, 4%, -3%, -2%, -1%
23	Cc1cc(SCC(=O)c2cccs2)n2nc(C)c(-c3ccc(Cl)cc3)c2n1
    11%, -4%, -8%, 9%, 15%
24	CCCCCCCCOC(=O)c1c(CSC(=N)N)n(C)c2cc(Br)c(OC(C)=O)cc12
    ?, ?, nt, 80%, 24%
25	COc1cccc(CC(=O)N2CCN(S(=O)(=O)c3ccc(Br)cc3)CC2)c1
    4.1%, -5%, 9%, -8%, 1%
26	O=C(COc1ccccc1[N+](=O)[O-])NNC(=O)Nc1cccc2ccccc12
    0.7%, 3%, -10%, -11%, 1%
27	Cc1ccc(CN(Cc2cc3cc(C)ccc3[nH]c2=O)C(=O)N2CCOCC2)cc1
    7.7%, 0%, -8%, 19%, 12%
28	O=C(COC(=O)c1cccc(S(=O)(=O)NCc2ccccc2)c1)c1ccc2c(c1)OCCO2
    0.8%, 10%, 9%, 37%, 1%
29	COc1cccc(NC(=O)CCc2nnc3ccc(N4CCC(C)CC4)nn23)c1
    i, 4%, 7%, 7%, -4%
30	Cn1nnnc1SCC(=O)Nc1ccccc1C(=O)NC1CC1
    0.8%, -5%, -20%, -3%, 1%
31	CC1Cc2ccccc2N1C(=O)CSc1nc(-c2ccccc2)cs1 (stereo unspecified)
    i, -2%, -1%, 30%, -5%
32	Cc1ccc2c(CC(=O)Nc3cccc(S(=O)(=O)N4CCOCC4)c3)coc2c1
    1.2%, -11%, -5%, 8%, 15%
33	COCCN(Cc1ccccc1)C(=O)c1ccc(C(=O)c2ccccc2)cc1
    1.0%, 24%, -1%, 24%, nt
34	N#C/C(=C/c1ccc(N2CCOCC2)o1)C(=O)N1CCOCC1
    1.0%, -19%, 0%, 22%, -22%
35	Cc1ccc(CNC(=O)CCCn2nc(C)n3ccnc3c2=O)cc1
    i, -1%, 5%, -18%, 5%
36	O=C(CCN1C(=O)C2CCCCC2C1=O)Nc1nc2ccc(F)cc2s1 (stereo unspecified)
    1.6%, -6%, -3%, -22%, nt
37	CC(C)(C)NS(=O)(=O)c1ccc2c(c1)oc(=O)c1cc(S(=O)(=O)NC(C)(C)C)ccc12
    2.5%, -8%, 0%, -5%, 6%
38	CC(=O)c1cccc(NC(=O)N2CCOCC2)c1
    0.3%, -4%, -2%, -7%, -2%

Bioassay records (PubChem)
